# VEEV TC-83 Vero: inhibitors of VEEV TC-83 cytopathic effect, confirmation, Vero cells (AID 588727). hit rate 0.13% among 350,000. Vero cells, VEEV TC-83 cytopathic effect inhibition; higher % means a stronger effect. one-dose inhibition, % at 20 µM; IC50 in µM for titrated hits; in the data active = a potency from the dose series; inconclusive = inhibition mostly from about 14% at the one dose, without a potency; inactive = the rest, 99 in 100 with inhibition below about 12%; note: strong numbers were not always called active
# M. tuberculosis: growth inhibition of non-replicating M. tuberculosis (AID 488890) | Mycobacterium tuberculosis non-replicating, growth inhibition; higher % means a stronger effect | inhibition, % at 25 µM; hits with a dose series show IC50 in µM | hit rate 0.39% among 320,000; in the data active = a potency from the dose series; inconclusive = inhibition mostly from about 82% at the one dose, without a potency; inactive = the rest, 99 in 100 with inhibition below about 76%;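 note: plate controls were DMSO cells for no effect and high antibiotic wells for full effect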
# PhoP GFP inhibition: PhoP regulon inhibitors, Salmonella typhi PhoP promoter GFP reporter, confirmatory (AID 1850); inhibition, % at 50 µM; hits with a dose series show IC50 in µM; hit rate 0.33% among 310,000; Salmonella Typhi PhoP-promoter GFP reporter, fluorescence, 4 h; higher % means a stronger effect; in the data active = a potency from the dose series; inconclusive = inhibition mostly from about 25% at the one dose, without a potency; inactive = the rest, 99 in 100 with inhibition below about 19%;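 note: 0% = induced wells with vehicle and 100% = uninduced wells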
# H1N1 NS1A inhibition: H1N1 influenza NS1A inhibitors, functional cell based assay (AID 504329) | inhibition, % at 12.5 µM; hits with a dose series show IC50 in µM | hit rate 0.3% among 340,000 | NS1A functional cell-based assay, percent inhibition; higher % means a stronger effect; in the data active = a potency from the dose series; inconclusive = inhibition above about 27% without an active follow-up result; note: strong numbers were not always called active
# H37Rv inhibition: M. tuberculosis growth inhibition, HTS (AID 449762); hit rate 0.59% among 330,000; one-dose inhibition, % at 25 µM; IC50 in µM for titrated hits; M. tuberculosis H37Rv growth inhibition, 7H9 media; higher % means a stronger effect; in the data active = a potency from the dose series; inconclusive = inhibition above about 70% without an active follow-up result;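 note: bacterial growth assessed after seven days of incubation; strong numbers were not always called active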
# VEEV TC-83 Vero 10K pilot screen: second read-out of VEEV TC-83 Vero, no call of its own (marks repeat the call); inhibition, %; measured here: 10K pilot screen inhibition
# * = called active by the depositor; i = inactive; ? = inconclusive; · = no result given.
SMILES,VEEV TC-83 Vero,M. tuberculosis,PhoP GFP inhibition,H1N1 NS1A inhibition,H37Rv inhibition,others
O=C(CSc1nnc2c(n1)[nH]c1ccccc12)OCc1ccccc1,0.4%,69%,-6%,-3%,64%,
COc1ccc(NC(=O)Cc2ccc(Cl)cc2)cc1NC(=O)c1ccco1,7.9%,17%,10%,4%,10%,
COc1ccc(OCC(=O)O/N=C(\N)Cc2cccs2)cc1,1.2%,76%,-4%,5%,1%,
COc1ccccc1-c1cc(C(=O)N2CCN(c3ccccc3)CC2)no1,2.0%,10%,6%,14%,-5%,
Cc1ccccc1NC(=O)C(=O)NCCc1c[nH]c2ccccc12,1.2%,2%,0%,0%,-2%,VEEV TC-83 Vero 10K pilot screen=1.1
COc1ccc2c3c1OC1[C@H](O)CCC4[C@@H](C2)N(C)CC[C@]314 (stereo partly drawn),1.0%,-6%,·,3%,3%,
Cc1ccc(NC(=O)C2CC(=O)Nc3nc4ccccc4n32)c(C)c1 (stereo not drawn),0.7%,-8%,17%,-3%,-3%,
Cc1ccc(S(=O)(=O)N2CCN(Cc3nc4sc(C)c(C)c4c(=O)[nH]3)CC2)cc1,i,3%,4%,-10%,5%,
C/C(=N/NC(=O)CNC(=O)Cc1ccc(Cl)cc1)c1ccco1,1.6%,16%,-2%,·,-9%,
Cc1ccccc1NC(=O)N1CCC(C(=O)c2ccc(F)cc2)CC1,0.5%,0%,6%,7%,3%,
CCCC(=O)c1cc(CP(=O)(OCC)OCC)oc1C,1.0%,-3%,-4%,·,-12%,
CCOc1cc2c(cc1C(C)(C)C)NC(=O)CS2,0.7%,13%,1%,14%,3%,

# Sorted by formula weight (largest number first): part of the list above
SMILES,VEEV TC-83 Vero,M. tuberculosis,PhoP GFP inhibition,H1N1 NS1A inhibition,H37Rv inhibition,others
COc1ccc(NC(=O)Cc2ccc(Cl)cc2)cc1NC(=O)c1ccco1,7.9%,17%,10%,4%,10%,
O=C(CSc1nnc2c(n1)[nH]c1ccccc12)OCc1ccccc1,0.4%,69%,-6%,-3%,64%,
Cc1ccccc1NC(=O)N1CCC(C(=O)c2ccc(F)cc2)CC1,0.5%,0%,6%,7%,3%,
Cc1ccc(NC(=O)C2CC(=O)Nc3nc4ccccc4n32)c(C)c1 (stereo not drawn),0.7%,-8%,17%,-3%,-3%,
COc1ccc(OCC(=O)O/N=C(\N)Cc2cccs2)cc1,1.2%,76%,-4%,5%,1%,
CCCC(=O)c1cc(CP(=O)(OCC)OCC)oc1C,1.0%,-3%,-4%,·,-12%,
COc1ccc2c3c1OC1[C@H](O)CCC4[C@@H](C2)N(C)CC[C@]314 (stereo partly drawn),1.0%,-6%,·,3%,3%,

# (next part)
SMILES,VEEV TC-83 Vero,M. tuberculosis,PhoP GFP inhibition,H1N1 NS1A inhibition,H37Rv inhibition,others
c1ccc(CSc2nnc(-c3ccco3)o2)cc1,1.4%,?,-15%,-5%,24%,
CN(C)S(=O)(=O)c1cccc(C(=O)NCCOC(=O)c2cc(F)c(F)cc2Cl)c1,3.6%,75%,-7%,-4%,26%,
Fc1ccc(-c2n[nH]c(=S)n2Cc2ccccc2)cc1,2.3%,-6%,-1%,-2%,1%,
Cc1ccc(C)c(NC(=S)NC2CC3CCCC(C2)N3CC(C)C)c1 (stereo not drawn),7.1%,22%,3%,4%,-3%,
CC(C)CCNC(=O)CCCn1c(=O)[nH]c2ccc(Br)cc2c1=O,i,10%,-12%,10%,4%,
Fc1ccc(Oc2nc(-c3ccccn3)nc3ccccc23)cc1,8.8%,?,8%,·,?,
COc1ccc(C2C3=C(CCCC3=O)N(CC(=O)O)C3=C2C(=O)CCC3)cc1,i,-13%,4%,-1%,-3%,
Oc1ccc(C=NCCc2ccccc2)cc1,0.2%,10%,-17%,-11%,0%,
O=C(CSc1ccccn1)Nc1ccc(N2CCOCC2)cc1,1.5%,9%,10%,1%,-3%,
CC1CCc2nc3ccc(S(=O)(=O)N4CCC(C(=O)NC(C)c5ccccc5)CC4)cc3c(C(=O)O)c2C1 (stereo not drawn),2.9%,-6%,1%,-3%,9%,
Cc1c(Cl)c(C(F)(F)F)nn1CC(=O)NCc1ccccc1,i,-5%,-3%,-18%,-2%,
O=C(Cn1c(=O)oc2ccccc21)N1CCCC1,0.6%,-14%,-4%,2%,-3%,
Cc1cccnc1N(C(=O)Nc1cccc(Cl)c1)C1=NCC(C)(C)S1,1.8%,6%,10%,-10%,-3%,
CCC12CC3CC(C1)CC(C(=O)NNC(N)=O)(C3)C2,1.0%,-8%,2%,-5%,-1%,
Cc1cc(=O)[nH]c(SCC(=O)Nc2cccc(C(F)(F)F)c2)n1,4.0%,12%,-12%,-21%,-1%,
Cc1ccccc1NC(=O)COC(=O)c1ccc(S(=O)(=O)N2CCCC2)cc1,1.5%,5%,·,-8%,6%,
O=C(N/N=C/c1cn[nH]c1-c1ccc(Cl)cc1)c1ccc([N+](=O)[O-])cc1,3.2%,-8%,-2%,6%,8%,
COc1ccccc1NC(=O)c1ccc(C)c(S(=O)(=O)N2CCCCC2)c1,8.9%,24%,-1%,2%,-6%,
CC(C)N(C(=S)Nc1cccc(S(=O)(=O)N(C)C)c1)c1ccccc1,0.5%,69%,15%,2%,-2%,
Cc1cc(C)n(Cc2ccc(C(=O)N/N=C/c3ccc(-c4ccc([N+](=O)[O-])cc4)o3)o2)n1,0.5%,14%,-8%,3%,-1%,
Cc1ccc(S(=O)(=O)NC(=O)NCc2ccccn2)cc1,i,0%,-1%,-4%,5%,
O=S(=O)(NCC1COc2ccccc2O1)c1ccccc1F (stereo not drawn),2.8%,10%,·,-10%,-4%,
CN1CCN(C(=O)C2=C[C@@H](c3ccc(Br)cc3)C[C@@H](OCc3ccc(CO)cc3)O2)CC1,i,38%,3%,-2%,3%,VEEV TC-83 Vero 10K pilot screen=0.4
CCCCOc1ccc(-c2nc(-c3cccnc3)no2)cc1,3.8%,75%,6%,-11%,52%,
COc1ccc(OC)c(NC(=O)C2CC(=O)N(Cc3ccco3)C2)c1 (stereo not drawn),5.0%,·,·,-7%,·,
O=C(Cn1c(=S)[nH]c2ccccc21)c1ccccc1,0.8%,19%,2%,4%,-7%,
O=C(NCCNCCO)C1(C(F)(F)F)C/C(=C\CCO)CCCO1 (stereo not drawn),1.7%,-22%,-1%,1%,-1%,
COCC(=O)N1CCC(Oc2ccc(C(=O)N3CCSCC3)cc2)CC1,3.0%,-6%,-14%,11%,-16%,
N#CCc1nc(-c2cc3ccccc3oc2=O)cs1,0.1%,10%,0%,-2%,4%,
C/C(CC(=O)Nc1cccnc1)=N\NC(=O)C(=O)NC(C)C,0.9%,5%,-2%,-1%,-5%,
O=C(O)c1c[nH]c2ccc(S(=O)(=O)N3CCN(c4ccc(F)cc4)CC3)cc2c1=O,i,19%,-8%,-3%,-9%,
O=c1[nH]c2ccc(Br)cc2c(-c2ccccc2)c1N1CCOCC1,2.3%,-9%,3%,10%,-6%,
c1cncc(-c2nnc(SCc3nc4ccccc4[nH]3)o2)c1,1.8%,25%,-1%,-1%,22%,
CC(C)(C)c1ccc(S(=O)(=O)NCC2CCCO2)cc1 (stereo not drawn),i,73%,7%,15%,9%,
CC(C)C(=O)Nc1nnc(CCN2CCCCC2)s1,2.8%,-9%,8%,-7%,-17%,
CCCC1(c2ccccc2)NC(=O)N(CC(=O)c2[nH]c(C)c(C(=O)OCC)c2C)C1=O (stereo not drawn),9.2%,37%,1%,-4%,15%,
CCCC1=C(C(=O)OCC)C(c2ccc(OC)c(C)c2OC)C(C#N)=C(N)O1 (stereo not drawn),0.9%,8%,-8%,-2%,-8%,
O=C(/C=C/c1c[nH]c2ccccc12)c1ccccc1,5.1%,38%,-2%,-7%,27%,
COc1ccc(C(NC(=O)c2ccc(-c3ccccc3)cc2)c2ccccc2)cc1 (stereo not drawn),i,5%,-5%,9%,-1%,
CCOC(=O)N1CCC(c2cc(=O)n3[nH]ccc3n2)CC1,0.7%,·,-1%,-4%,-8%,
O=C(Nc1ccccc1)C(Cc1cccs1)c1nn[nH]n1 (stereo not drawn),2.5%,-7%,4%,3%,0%,
O=C(NCCCC(=O)N1CCOCC1)c1cccnc1,3.3%,-10%,4%,-6%,-2%,
COc1ccc(N2CCN(c3nc(NCCc4ccc(OC)c(OC)c4)nc(OC)n3)CC2)cc1,0.8%,25%,4%,7%,-2%,
CC(C)CCN1CCC(n2nccc2NC(=O)C2CCOC2)CC1 (stereo not drawn),0.5%,5%,-21%,-15%,4%,
Cn1ccnc1SCc1ccc([N+](=O)[O-])cc1,1.2%,3%,-2%,-27%,3%,
O=C(CN1C(=O)C2C3CCC(C3)C2C1=O)OCC(=O)c1cccc([N+](=O)[O-])c1 (stereo not drawn),1.1%,-24%,-5%,-19%,0%,
CCNc1nc2nonc2nc1NCC,1.9%,-12%,7%,0%,-12%,
CCOC(=O)C1CCN(C(=O)c2cnn3c(C)cc(C)nc23)CC1,i,0%,-3%,18%,-3%,
C=CCn1c(SCc2ccccc2C#N)nnc1-c1ccccc1O,1.5%,-6%,-8%,-5%,-6%,
CCCc1nc2ccccc2c(=O)n1-c1ccc(O)cc1,0.3%,4%,-11%,-13%,-4%,
COc1ccc2c(c1OC)C(C1c3c(cc4c(c3OC)OCO4)CCN1C)OC2=O (stereo not drawn),0.7%,·,-4%,4%,-10%,
COc1ccc(S(=O)(=O)NCCC(=O)NCc2cccs2)cc1,0.0%,-18%,10%,6%,-7%,
O=C(O)CCN1C(=O)c2ccc(NC(=O)CCc3ccccc3)cc2C1=O,0.3%,1%,-3%,-21%,-6%,
Cc1cc(C)c(NC(=O)CSCc2c(C)noc2C)c(Cl)c1,1.1%,·,·,-5%,·,
Cc1noc(C)c1C(=O)Nc1nc(-c2cccs2)cs1,8.2%,6%,·,4%,4%,
CC(NC(=O)c1cccc(S(=O)(=O)N2CCN(Cc3ccccc3)CC2)c1)c1ccc(Br)cc1 (stereo not drawn),2.9%,34%,-6%,15%,-12%,
Cc1cc(C)nc(SCC(=O)N(C)CC(=O)Nc2c(Cl)cccc2Cl)n1,0.5%,-6%,0%,-12%,-12%,
CC(=O)Nc1ccc(SC[C@H](Cc2ccccc2)N2CCN(CCc3ccccc3)CCC2=O)cc1,8.7%,46%,0%,11%,67%,
CCC(CC)C(=O)NCc1ccccc1Cl,0.5%,6%,5%,7%,-1%,
O=C(OCC(=O)N1CCCc2ccccc21)c1cnc(Cl)c(Cl)c1,0.0%,?,-8%,-3%,?,

# Additional compounds
SMILES,VEEV TC-83 Vero,M. tuberculosis,PhoP GFP inhibition,H1N1 NS1A inhibition,H37Rv inhibition,others
CN(C)c1ccc(/C=N/NC(=O)c2cccc(N3CCCC3=O)c2)cc1,0.8%,2%,0%,-8%,1%,
COc1ccc(NC(=O)CSc2nc3ccccc3nc2N2CCCC2)c(OC)c1,3.1%,-8%,-9%,31%,-7%,
COc1ccc(Cl)cc1NC(=O)CSc1ncnc2c1oc1ccccc12,0.3%,6%,-7%,16%,-3%,
COc1cc(C(=O)Nc2cc(C(F)(F)F)ccc2Cl)cc(OC)c1OC,10%,2%,-1%,-5%,-6%,
CC(=O)Nc1ccc(S(=O)(=O)N(C)S(=O)(=O)c2ccc(F)cc2)cc1,i,10%,-2%,-6%,-6%,
NCCCC[C@H]1CNC(=S)N1CCc1cc(C(F)(F)F)cc(C(F)(F)F)c1,0.0%,13%,9%,3%,-7%,
CN(C)CCNC(=O)Cc1ccc([N+](=O)[O-])cc1,0.9%,-20%,2%,-5%,-6%,
CCc1ccccc1Nc1nn2c(=O)c3ccc(C(=O)NCc4ccccn4)cc3nc2s1,7.8%,16%,10%,-3%,3%,
CCOc1ccc(S(=O)(=O)NCCCN2CCOCC2)c2ccccc12,0.3%,-3%,-6%,-7%,-6%,
Cc1ccc(N2C(=O)NC(=O)C3(Cc4ccccc4N4CCCC43)C2=O)cc1 (stereo not drawn),1.9%,51%,13%,0%,-7%,
CCCCn1c(=O)c2ccccc2n2c(=S)[nH]nc12,0.5%,-11%,4%,6%,-1%,
COc1ccc(C(=O)N/N=C/c2ccc3cccc(OCc4ccccc4)c3n2)cc1,5.8%,21%,-8%,6%,-6%,
O=C(c1cc([N+](=O)[O-])ccc1Cl)N1CCN(c2ccc([N+](=O)[O-])cc2)CC1,0.3%,5%,-7%,-1%,10%,
CC(=O)c1ccc([C@H]2C[C@@]34CN(C(=O)OC(C)(C)C)S(=O)(=O)[C@H]3C[C@H]2O4)cc1,i,7%,-5%,-2%,1%,
CCNC(=O)N1CCN(CCCC(c2ccc(F)cc2)c2ccc(F)cc2)CC1,i,22%,-20%,-10%,-8%,

# Screening data deposited in PubChem BioAssay by Southern Research Specialized Biocontainment Screening Center.
